Screens (PubChem)
Ba/F3 V617F tox: lowers viability of Ba/F3 cells expressing EpoR and JAK2V617F; 1.1% of 220,000 active; ATP luminescence; AID 1446; inhibition, % at 5.6 µM;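 active means inhibition above the campaign mean plus 3 SD over all tested compounds, cut at about 24% in these data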;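 further: cytokine-independent growth of Ba/F3 cells driven by EpoR plus mutant JAK2; 0% = DMSO-treated cells and 100% = JAK inhibitor I control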
EP2 mod: EP2 receptor (human) modulation; induction, % at 25 µM; AID 940; P43116; 0.83% of 260,000 active; EP2-expressing cells, cAMP HTRF FRET, PGE2 co-stimulation;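 active means compounds whose cAMP rise, as percent of the full-agonist control response, exceeds 60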;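 further: rat C6 glioma line stably carrying human EP2 under a CMV promoter; the protocol text gives 20 µM as final concentration; 100% = response of wells given 1 µM PGE2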
S1P4 ag: human S1P4 receptor agonism | O95977 | S1P4-expressing cell line, agonist reporter assay | activation, % at 4.98 µM | 0.35% of 220,000 active; in the data active means activation above about 11%;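 further: 0% = DMSO vehicle and 100% = reference agonist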
m-calpain inh: blocks pig calpain II enzyme activity; inhibition, % at 16 µM; 0.37% of 220,000 active; purified calpain II, fluorogenic peptide substrate, 30 min;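 active means inhibition above about 50%, limit read from the data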
zfTRPN1 agonist: activates the zebrafish TRPN1 channel | 0.18% of 220,000 active | AID 1424 | activation, % at 3 µM | HEK293 zebrafish TRPN1-YFP, Fluo-8 calcium fluorescence; 100% = response to 87 µM carbachol;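 active means activation above its plate's cutoff, the mean activation of test wells on that plate plus 3 SD, cut at about 19% in these data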;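 further: 0% = DMSO alone and 100% = 87 µM carbachol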
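Material: zebrafish TRPN1-YFP in HEK293 cells; Doses: single test compound dose, 3 µM nominal, 0.3% DMSO; Timing: dye loading 1 h at 37 °C, then 30 min room temperature; Technique: intracellular calcium fluorescence with Fluo-8; Benchmarks: high carbachol 87 µM, low DMSO alone.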
BaF3 parental: reduces parental Ba/F3 cell viability, JAK2V617F counter-screen. CellTiter-Glo ATP luminescence. inhibition, % at 5.6 µM. 1.1% of 220,000 active;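 active means inhibition above a per-campaign cutoff, the mean inhibition of all tested compounds plus 3 SD, cut at about 27% in these data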;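 further: 0% = DMSO wells and 100% = JAK Inhibitor I control wells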
S1P4 antag: antagonists of human S1P4 receptor; O95977; S1P4-expressing cells, antagonist mode, reporter read-out; inhibition, % at 4.98 µM; 0.26% of 220,000 active; AID 1510; in the data active means inhibition above about 29%;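 further: 0% = wells stimulated with agonist and 100% = vehicle wells without agonist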
PERK inhibitor: inhibitors of human PERK kinase; Q9NZJ5; CHO PERK-DD fusion, SEAP luminescence translation reporter; inhibition, % at 5.6 µM; 0.17% of 220,000 active;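 active means inhibition above the mean inhibition of all tested compounds plus 3 SD, set separately per screening campaign, cut at about 2.9% in these data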;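 further: PERK kinase domain activated by AP20187 dimerizer at 100 nM; 0% = DMSO with dimerizer and 100% = rapamycin at 8.4 µM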
Target sequence (Q9NZJ5 whole entry, looked up, the tested form may be a part): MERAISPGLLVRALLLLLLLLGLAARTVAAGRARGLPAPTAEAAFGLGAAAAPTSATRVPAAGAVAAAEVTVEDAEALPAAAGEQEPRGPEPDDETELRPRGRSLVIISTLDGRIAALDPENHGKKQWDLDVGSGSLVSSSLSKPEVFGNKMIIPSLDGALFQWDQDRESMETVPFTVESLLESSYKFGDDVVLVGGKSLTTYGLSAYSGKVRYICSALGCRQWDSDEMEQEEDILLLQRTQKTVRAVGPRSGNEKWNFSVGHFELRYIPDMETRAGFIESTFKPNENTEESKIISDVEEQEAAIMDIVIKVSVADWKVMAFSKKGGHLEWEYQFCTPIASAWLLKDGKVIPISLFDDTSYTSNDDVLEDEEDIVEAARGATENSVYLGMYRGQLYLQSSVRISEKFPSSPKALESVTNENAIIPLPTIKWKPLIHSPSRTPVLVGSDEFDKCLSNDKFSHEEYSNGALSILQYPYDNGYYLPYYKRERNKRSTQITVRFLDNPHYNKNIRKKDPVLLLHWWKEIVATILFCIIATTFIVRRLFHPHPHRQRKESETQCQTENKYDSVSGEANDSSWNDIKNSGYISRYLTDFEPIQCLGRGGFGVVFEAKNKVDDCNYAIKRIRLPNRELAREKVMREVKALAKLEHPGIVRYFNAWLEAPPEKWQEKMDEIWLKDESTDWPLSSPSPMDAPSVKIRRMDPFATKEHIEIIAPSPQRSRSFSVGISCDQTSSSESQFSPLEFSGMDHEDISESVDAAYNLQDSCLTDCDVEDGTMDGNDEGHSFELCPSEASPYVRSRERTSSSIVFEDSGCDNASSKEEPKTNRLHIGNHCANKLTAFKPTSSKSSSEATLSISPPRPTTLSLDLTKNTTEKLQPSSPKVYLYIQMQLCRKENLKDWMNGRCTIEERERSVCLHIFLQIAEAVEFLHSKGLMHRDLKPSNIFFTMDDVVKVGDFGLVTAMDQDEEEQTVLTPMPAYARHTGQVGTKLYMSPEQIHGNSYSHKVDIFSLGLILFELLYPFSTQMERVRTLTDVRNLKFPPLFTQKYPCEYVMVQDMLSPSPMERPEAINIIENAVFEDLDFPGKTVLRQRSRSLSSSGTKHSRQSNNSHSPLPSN
TRPML3 agonist: agonists of human TRPML3 channel; HEK293 TRPML3-YFP, Fluo-8 calcium fluorescence; 100% = the carbachol control signal; activation, % at 3 µM; 0.29% of 220,000 active; AID 1448;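 active means activation above its plate's cutoff, the mean activation of the plate's test wells plus 3 SD, cut at about 12% in these data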;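 further: 0% = DMSO only wells and 100% = carbachol wells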
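Test system: HEK293 cells stably carrying human TRPML3-YFP; Doses: single dose, 3 µM final nominal compound, 0.3% DMSO final; Schedule: dye loading 1 h 37 °C then 30 min ambient, 125 s read; Technique: Fluo-8 calcium fluorescence; Benchmarks: high control carbachol 87 µM, low control DMSO.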
* = called active by the depositor; / = no result given; & = joins results of further samples. This is a random part of the collection, and some 3.6% of all compounds hit somewhere here.

Each structure is followed by: Ba/F3 V617F tox, EP2 mod, S1P4 ag, m-calpain inh, zfTRPN1 agonist, BaF3 parental, S1P4 antag, PERK inhibitor, TRPML3 agonist
> O=C(CCn1c(=S)[nH]c2ccccc2c1=O)N1CCOCC1
 : -2, 15, 2.4, -45, 0.5, 3, -7, 1.0, 0.4
> CC(=O)N/C(=C\c1ccccc1)C(=O)OCC(=O)NC(C)C12CC3CC(CC(C3)C1)C2 (centres undefined)
 : 1, 0, 0.2, -6, 0.3, 3, -8, 0.1, 0.8
> CC(=O)c1ccc(Nc2cc(C)nc3c(C)cccc23)cc1
 : 77*, -27, 0.6, -5, 0.4, 76*, -8, -0.8, -0.1
> Clc1ccsc1-c1csc(-c2cccnc2)n1
 : -1, 11, -1.4, 17, -1.4, 6, -4, 0.3, 0.1
> CC(C)N(C(=O)CSc1nc2ccccc2c(=O)[nH]1)C(C)C
 : -4, 1&4, 2.6, -21, 0.7, 3, -15, 0.0, 0.6
> CCOC(=O)C1(CCOc2ccccc2)CCN(Cc2cnc(SC)nc2)CC1
 : 1, 24, -0.5, -9, 0.7, 8, -6, 0.9, 4.1
> COc1ccc(CCNC(=O)CC2SC(=NCCc3ccccc3)NC2=O)cc1OC (centres undefined)
 : -3, -17, -1.1, -9, -0.2, 2, -13, 0.9, 0.0
> CCOc1cc(C)nc(N2CCN(C3CCCCC3)CC2)n1
 : 1, -12, 0.6, 0, 1.0, -2, -7, -0.1, -0.2
> O=C(COC(=O)/C=C/c1ccc(OC(F)F)cc1)NCCN1C(=O)CSC1=O
 : 3, -20, -0.7, 10, 1.7, 3, 8, 0.8, 1.4
> CCOC(=O)c1ccc(-n2c(CC)nc3ccccc3c2=O)cc1
 : -4, -10&-1, -2.4, 17, -0.1, 2, -64, 0.7, -0.1
> Nc1[nH]ncc1N=Nc1ccc(Cl)cc1
 : -1, -37, 2.5, -7, -1.0, 4, -3, -0.6, 0.5
> CCc1cc(C(=O)N2CCCC(CCC(=O)N3CCN(c4ccccn4)CC3)C2)no1 (centres undefined)
 : 4, -49, -0.1, -11, 5.3, 1, -9, -0.5, 2.6
> Cc1ccccc1C(=O)Nc1ccccc1C(=O)N/N=C\c1ccco1
 : -2, 6, -1.3, -10, 2.5, 0, 2, 0.4, -0.3
> CN(NC(=O)COc1ccccc1)c1ccccc1
 : -2, 16, -0.1, -10, 1.0, 4, 4, 0.8, 0.6
> CCOC(=O)/C(=C/c1c(C)n(C)c2ccc([N+](=O)[O-])cc12)C(C)=O
 : -1, 27, 1.2, -6, 1.0, 15, 6, 0.3, 0.8
> COc1ccc2[nH]c(=O)c(CN(Cc3ccccc3)C(=S)NCC3CCCO3)cc2c1 (centres undefined)
 : -3, 24, 0.6, -70, 0.3, 12, -14, 0.2, -0.3
> CCOC(=O)c1c(C)[nH]c(C(=O)CC(=O)OC)c1C
 : -2, 1, -0.5, -23, 0.3, 10, -9, 0.1, 1.3
> CC(=O)Oc1ccc(C(=O)[C@H]2[C@H]3C(=O)N(c4ccc(C)cc4C)C(=O)[C@H]3[C@@H]3C=CC=NN32)cc1
 : 1, -37, 0.1, 0, -1.1, -3, -3, 0.7, 0.5
> C=CCN(CC=C)C(=O)C(=O)c1ccn(-c2c(C)csc2C(=O)OC)c1
 : 2, 1, 2.4, -3, -1.1, 7, -2, 0.9, 0.0
> O=C(N/N=C/c1ccc(F)cc1)c1ccc(Br)cc1
 : -1, -13, 0.1, 23, -1.4, 0, -5, 0.1, 0.8
> O=C1C(Cl)=C(Nc2ccc(F)cc2)C(=O)N1CCc1ccccc1
 : 0, 13, -1.2, -9, 0.1, 5, -7, 0.7, -0.2
> Cc1onc(-c2ccccc2Cl)c1C(=O)N(Cc1nc(-c2ccccc2)no1)C1CCCCC1
 : -2, 23, -0.3, 44, 0.7, 4, -22, -2.9, 0.8
> CN(C)/C=C(/C(=O)c1ccccc1Cl)S(=O)(=O)c1ccccc1
 : -2, /, 1.8, /, 0.8, 0, -6, 0.9, -0.5
> Cc1cc(C)nc(-n2cc(C(=O)c3cc(F)ccc3O)cn2)n1
 : -2, 7, -0.1, 2, -0.7, 6, -16, -0.1, -0.2
> CC(=O)c1cc2c(cc1NC(=O)CN1CCC(Cc3ccccc3)CC1)OCO2
 : -2, 43, -0.5, -78, 0.3, 2, -14, 0.2, 0.3
> COc1ccc(S(=O)(=O)N2CCCCCC2)cc1NC(=O)c1c2c(nc3ccccc13)CCN(Cc1ccccc1)C2
 : 3, 9, -0.4, -48, -0.4, 8, -10, -0.5, 6.5
> Cc1ccc2nc(C(=O)N3CCc4c([nH]c5ccccc45)C3c3ccccn3)cn2c1 (centres undefined)
 : -2, -32, 0.9, -91, -0.7, 2, -8, -0.7, -0.5
> COc1ccc(OC)c(NC(=O)C2CCCN(S(=O)(=O)c3c(C)noc3C)C2)c1 (centres undefined)
 : -1, 22, 0.3, -2, 0.5, 3, 2, -0.4, -0.2
> CN(Cc1ccc(F)cc1)Cc1nc(CCc2ccccc2)no1
 : -1, -72, -0.6, -15, -0.7, 3, -4, -0.7, 0.7
> Cc1nnc2nc(-c3ccccc3)nc(-c3ccccc3)n12
 : 0, 82*, 1.1, -33, -1.2, 0, 1, 0.6, -0.2

Filtered by structure, the compounds so far with a thiophene ring, fused or not (2)
Each structure is followed by: Ba/F3 V617F tox, EP2 mod, S1P4 ag, m-calpain inh, zfTRPN1 agonist, BaF3 parental, S1P4 antag, PERK inhibitor, TRPML3 agonist
> Clc1ccsc1-c1csc(-c2cccnc2)n1
 : -1, 11, -1.4, 17, -1.4, 6, -4, 0.3, 0.1
> C=CCN(CC=C)C(=O)C(=O)c1ccn(-c2c(C)csc2C(=O)OC)c1
 : 2, 1, 2.4, -3, -1.1, 7, -2, 0.9, 0.0

Later entries.
Each structure is followed by: Ba/F3 V617F tox, EP2 mod, S1P4 ag, m-calpain inh, zfTRPN1 agonist, BaF3 parental, S1P4 antag, PERK inhibitor, TRPML3 agonist
> CCCn1c(SCC(=O)NC(=O)NC(C)(C)C)n[nH]c1=O
 : 3, 9, -3.6, 28, 1.4, 5, -11, -0.7, -0.1
> CCC(Sc1nc(C)cc(C)n1)C(=O)Nc1ccc(S(N)(=O)=O)cc1 (centres undefined)
 : 0, 15, 1.1, 10, 2.8, -2, 5, 0.4, 1.1
> CCC(=O)Oc1ccc(-c2nc(-c3cccnc3)no2)cc1
 : -1, -5, -0.4, 8, 1.8, 4, 0, 0.9, 1.5
> COc1ccc(N2CCN(C(=O)Cc3coc4cc(C)ccc34)CC2)cc1
 : -3, -55, -0.1, -13, -1.2, -2, 17, -0.3, 1.2
> CCc1sc2nc(SCC(=O)Nc3cc(C)on3)n(-c3cccc(OC)c3)c(=O)c2c1C
 : -3, 20, 0.5, -17, 0.1, -2, -18, 1.4, 0.1
> COc1ccc(/C=N/NC(=O)c2ccncc2)cc1CN1CCCc2ccccc21
 : 3, -48, 0.7, -67, -1.0, 6, 4, 0.4, 0.1
> CCN(CC)C(=O)CCSc1nnc(-c2ccncc2)o1
 : 2, 14, 0.6, 13, 0.7, 5, -11, 0.6, 0.9
> O=C(CSc1nc2ccccc2c(=O)n1Cc1ccc(C(=O)NC2CC2)cc1)NCc1ccco1
 : 0, 25, 1.0, -214, -0.1, 8, -11, -0.5, 0.1
> CCC(=O)Nc1nc2c(s1)COc1ccccc1-2
 : -4, -14, -1.2, 0, -2.2, 0, -13, 0.3, -1.3
> O=C(CCc1ccccc1)Nc1ccc(NC(=O)C2CCCCC2)nc1
 : -2, -12&-11, -0.4, -18, -1.2, 1, 8, 1.7, -0.5
> CN(C)S(=O)(=O)N1CCN(S(=O)(=O)N(C)C)CC1
 : -1, 6, -0.6, 12, 0.8, 1, -5, 1.2, 1.4
> CCCCN(Cc1ccccc1)C(=O)C1CCN(S(=O)(=O)c2c(C)noc2C)CC1
 : -2, -17, -0.6, -6, -0.4, 3, -14, -0.3, -0.3
> CCO[C@H]1OC(C(=O)N2CCN(C)CC2)=C[C@@H](c2coc3ccccc3c2=O)[C@@H]1CCCO
 : 1, -5, -0.3, -11, 1.2, -4, -7, 1.3, 0.6
> CSc1ccccc1C(=O)Nc1cc(C)cc(C)c1
 : -2, -29, -1.9, -4, 0.2, 4, -8, 0.9, -0.2
> CN(C)C(=O)c1ccc(NC(=O)c2ccccc2Sc2ccccc2C#N)cc1
 : 0, 18, 2.2, -3, 1.0, 4, -26, -0.5, 0.4
> O=C(NCc1ccco1)c1nc2ccccc2s1
 : -4, -10, 0.5, 12, -0.9, 2, -6, 0.6, -0.6
> CC(C)(C)NC(=O)/C(=C\c1ccco1)NC(=O)c1cccs1
 : -1, 24, 1.1, -1, 0.3, 9, -14, -0.1, 0.4
> O=C(CSc1nc(-c2ccccc2)cs1)N1CCc2ccccc21
 : -2, -6, -3.8, -7, 3.1, 11, -9, 0.4, 0.7
> C=CCC(c1ccccc1F)N(CCN1CCOCC1)C(=O)Nc1cccc(Cl)c1 (centres undefined)
 : -3, 17, 1.6, -7, -2.0, 1, 10, -1.6, -0.2
> O=C(CCNC(=O)c1ccc(Br)cc1)Nc1nccs1
 : -2, -15, 0.0, -5, 0.8, -2, 5, 2.0, 0.5
> O=S(=O)(c1ccc2ccccc2c1)N1CCN(C2CCN(Cc3ccccc3)CC2)CC1
 : 3, 0, 0.0, 19, 1.4, 4, 2, -2.3, 1.0
> COc1ccc(NC(=O)Cn2cccc2)c(OC)c1
 : -4, 4, 35*, -9, -0.2, -4, -10, -0.1, 1.1
> COc1ccc(-c2noc(COc3ccc4ccccc4c3Br)n2)cc1OC
 : -2, 14, -0.6, 3, 1.0, 4, 13, 1.5, 0.2
> CCOC(=O)C1CCN(C(c2ccc(OC)c(OC)c2)c2sc3nc(C)nn3c2O)CC1 (centres undefined)
 : -1, -2, -0.3, -17, 1.1, 5, -17, 0.5, -0.7
> COc1cccc(NC(=O)CSc2nc(N)cc(N)n2)c1
 : -2, 4, -0.6, 2, 0.8, 1, -12, 0.4, 0.5
> CCN1CCN(CCCOc2ccc(-c3ccccc3)cc2)CC1
 : 1, -5, -0.5, 33, 1.6, 6, -43, -1.1, 1.9
> COc1ccc(CCN(C)Cc2ccc(OC)c(OCc3ccccc3)c2)cc1OC
 : -1, 14, 1.4, -15, 1.4, 6, -9, -0.3, 0.2
